RECQ1 helicase – inhibitors of human RECQ1 DNA helicase. Potency, µM (top dose mostly 57.3 µM), for the others: at the highest dose activity, negative = inhibition, most hits filed as inhibitors. 0.54% of 240,000 active. P46063. RECQ1 DNA unwinding, red fluorescence kinetic read;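 further: plate controls were vehicle for no effect and no enzyme for full effect; nearly all actives have a fitted effect of over 30% in size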
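50 nM RECQ1T1 preincubated 15 min with compound in Tris pH 8.0 buffer with MgCl2, DTT, Tween-20 and 2.5 ug/ml poly(dI-dC); started with 200 nM TAMRA/BHQ-2 forked duplex and 2 mM ATP. Unwinding read as fluorescence (525/598 nm), two reads 2 h apart.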
IMPase Li cell – IMPase inhibition in cells with lithium potentiation | 0.35% of 210,000 active | CHO-M1 cells, IP1 TR-FRET (IP-One), carbachol + lithium | Potency, µM (doses to about 59.4 µM), inactives show at the highest dose activity, negative = IMPase inhibition, usual class: inhibitors;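 further: IP1 builds up when IMPase is blocked and the TR-FRET signal falls; plate controls were basal vehicle for no effect and high inhibitor control for full effect; nearly all actives have a fitted effect of over 50% in size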
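Test compounds were applied to CHO-M1 cells previously cultured for 16–30 h at 2000 per well. A small lithium amount accompanied them; after 30 min at 37C, IP1 was quantified by TR-FRET.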
JMJD2E inh – blocks human JMJD2E demethylase activity; B2RXH2; 1.6% of 230,000 active; Potency, µM (titrated, usually from 57.1 µM), for inactives: at the highest dose activity change, negative = inhibition, most hits filed as inhibitors; JMJD2E catalytic domain, FDH-coupled NADH fluorescence (FDH is formaldehyde dehydrogenase); active means well fitted inhibition curve with a large enough effect, not every such curve was filed as active; inconclusive means small, poorly fitted or top-dose-only effect, or another doubt; inactive means no such curve, though single readings can be large or run the other way;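 further: 0% = wells with enzyme and -100% = buffer wells without enzyme; nearly all actives have a fitted effect of over 50% in size; many of its hits are not listed in these tables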
Target sequence (B2RXH2 1-337 limits assumed): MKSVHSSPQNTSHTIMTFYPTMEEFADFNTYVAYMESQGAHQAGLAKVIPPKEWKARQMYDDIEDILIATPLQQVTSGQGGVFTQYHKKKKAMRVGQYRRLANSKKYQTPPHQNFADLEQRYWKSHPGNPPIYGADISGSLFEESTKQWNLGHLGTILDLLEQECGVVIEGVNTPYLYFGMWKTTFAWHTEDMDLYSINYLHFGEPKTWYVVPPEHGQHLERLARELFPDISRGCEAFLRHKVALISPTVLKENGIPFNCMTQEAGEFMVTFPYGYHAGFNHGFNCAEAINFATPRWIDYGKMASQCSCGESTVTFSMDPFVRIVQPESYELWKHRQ
Luc counter – counter-screen: inhibitors of Kinase-Glo firefly luciferase; Kinase-Glo luciferase, ATP luminescence, 8 min; Potency, µM (top dose mostly 38.3 µM), for the others: top-dose activity change, negative = inhibition, usual class: inhibitors; Q27757; 0.28% of 200,000 active; further: on the % scale 0 is the no-effect control and ±100 the full control effect; nearly all actives have a fitted effect of over 60% in size
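Inhibition of Kinase-Glo luciferase light generation was assessed at 10 uM ATP in pH 7.2 imidazole buffer, with luminescence measured after eight minutes at ambient temperature.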
NPSR antag – neuropeptide S receptor (human) antagonism, cAMP. CHO-NPSR cells, cAMP TR-FRET, antagonist mode. Potency, µM (series often up to 38.3 µM), without a hit: at the highest dose activity change, negative = inhibition, actives largely listed as inhibitors. 1% of 220,000 active. AID 1461; further: on the % scale 0 is the no-effect control and ±100 the full control effect; nearly all actives have a fitted effect of over 50% in size; many of its hits are not listed in these tables
Epigenetic derep – regulators of epigenetic silencing causing reporter derepression in mouse cells. murine LDR cells, GFP reporter derepression, 30 h. Potency, µM (top dose mostly 53.9 µM), for inactives: top-dose GFP activation, most hits filed as activators. 0.2% of 280,000 active. AID 1865; further: % of control where 0% means no effect; nearly all actives have a fitted effect of over 60% in size
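In this reporter-derepression format, murine cells bearing a silenced integrated CMV-GFP locus incubate with test compound (30 h, 37 C), then are washed and imaged; fluorescent objects of 20–120 um count as induced cells.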
SMN2 splice up – increases expression of the SMN2 splice variant | Potency, µM (series often up to 46.1 µM), inactives show top-dose activity change, positive = activation, most hits filed as activators | HEK293 SMN2-luciferase splicing reporter, luminescence, 30-36 h | 2.8% of 210,000 active | AID 1458; further: % of control where 0% means no effect; nearly all actives have a fitted effect of over 55% in size
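HEK293 cells carry an SMN2 […]–luciferase reporter in which exon 7 inclusion puts luciferase in frame. Cells were plated 10-12 h before compound addition, then incubated 30-36 h at 37C. ONE-Glo luminescence was read; sodium butyrate at 4.5 mM final served as control.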
RGS12 GoLoco inh – blocks human Gai1 binding to RGS12 GoLoco peptide, red readout. P63096. Gai1:RGS12 GoLoco peptide FP, rhodamine, 10 min. Potency, µM (titrated, usually from 61.6 µM), without a hit: at the top dose activity, negative = inhibition, hits mostly inhibitors. 0.44% of 230,000 active; active means well fitted inhibition curve with a large enough effect, not every such curve was filed as active; inactive means no such curve, though single readings can be large or run the other way; further: on the % scale 0 is the no-effect control and ±100 the full control effect; nearly all actives have a fitted effect of over 30% in size; many of its hits are not listed in these tables
Target sequence (P63096 whole entry, looked up): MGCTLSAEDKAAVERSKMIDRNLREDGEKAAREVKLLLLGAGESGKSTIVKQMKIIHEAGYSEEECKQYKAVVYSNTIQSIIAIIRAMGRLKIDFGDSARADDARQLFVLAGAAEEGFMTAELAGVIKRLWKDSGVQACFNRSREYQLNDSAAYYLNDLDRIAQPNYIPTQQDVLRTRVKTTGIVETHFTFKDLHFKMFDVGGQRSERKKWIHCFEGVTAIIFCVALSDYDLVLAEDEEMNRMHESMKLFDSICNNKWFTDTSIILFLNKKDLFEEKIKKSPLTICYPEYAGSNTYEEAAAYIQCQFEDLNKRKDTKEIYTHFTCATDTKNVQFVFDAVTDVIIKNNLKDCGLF
* hit, by the source's call; i = inactive; ? = inconclusive; . = not tested or not shown; & = joins results of further samples; [ ] = dose if it differs, or a comment. Unless noted, the call rests on the fitted dose curve; in most records, active means well fitted curve in the direction sought with a large enough effect; inconclusive means small, poorly fitted or top-dose-only effect, or another doubt; inactive means no such curve, though single readings can be large; an effect the other way counts as inactive or inconclusive. Potency means the concentration at half of the fitted maximal effect. These rows are one share of the data; count on the stated rates, not on these rows.

SMILES | RECQ1 helicase | IMPase Li cell | JMJD2E inh | Luc counter | NPSR antag | Epigenetic derep | SMN2 splice up | RGS12 GoLoco inh
COC(=O)c1ccc(OCC(O)CN(CC(C)C)CC(C)C)cc1 (stereo unspecified) | 2.9% | . | 6.3% | . | -14.8%[46.1 µM] | -5.3% | . | .
CCn1nnc(NC(=O)c2cccnc2)n1 | 5.6% | -11.9%[38.3 µM] | 2.0% | 2.0% | 13.3%[46.1 µM] | 3.0% | 13.5% | 5.0%
O=C(NCCc1ccc(S(=O)(=O)N2CCCC2)cc1)c1cccs1 | -1.7% | 6.2%[38.3 µM] | 2.7% | 1.7% | 5.0%[46.1 µM] | -0.3% | -10.9% | 5.6%
CCCCC(c1nnnn1C1CCCC1)N1CCN(C2CCCC2)CC1 (stereo unspecified) | -9.3% | -5.2%[38.3 µM] | -6.3% | 1.6% | ? | 0.2% | -10.0% | -13.1%
CC(Sc1nc(N)cc(=O)[nH]1)C(=O)Nc1cccc(Cl)c1 (stereo unspecified) | 0.5% | -7.6% | -1.5% | 3.6% | 16.0% | 0.0% | -40.8%[inhibitor] | -3.9%
Cc1ccc(-c2n[nH]c(=S)n2/N=C/C=C/c2ccccc2[N+](=O)[O-])cc1 | ? | 18.8%[38.3 µM] | 2.2% | -4.6% | ? | -5.0% | -12.9% | -16.8%
Cc1ccc(Sc2ncccc2C(=O)O)cc1C | 9.8% | -14.4% | -4.2% | -1.2% | 8.0% | 0.0% | . | -1.0%
CCOC(=O)Cn1nc2sc3ccccc3n2c(=O)c1=O | -3.7% | . | ? | . | -31.2% | 3.6% | . | 4.2%
COc1cccc(NC(=S)N(CCc2c(C)[nH]c3ccc(C)cc23)Cc2cccs2)c1 | -3.2% | 14.4% | 8.4% | 0.7% | -17.3% | -8.3% | -19.1% | 14.3%
CCOC(=O)c1ccc(NC(=O)CC2S/C(=N/N=C3/NC(=O)CS3)NC2=O)cc1 (stereo unspecified) | -2.4% | -4.4% | 18.0% | 1.1% | -5.6% | 1.1% | -2.0% | 7.6%
CCOc1ccc(Nc2oc(Cc3ccccc3)nc2C#N)cc1 | -7.1% | 23.7%[38.3 µM] | -23.8% | -0.4% | -20.2%[46.1 µM] | 2.5% | ? | 1.9%
CCN(CC)CCN(CC)Cc1ccccc1Br | -0.5% | 18.8%[38.3 µM] | 1.6% | 0.1% | -8.2%[46.1 µM] | 0.0% | 4.4% | -1.6%
C/C(=N\NC(=O)C(=O)Nc1cc(C)ccc1C)c1ccncc1 | -6.0% | . | 11.2% | . | 4.5% | -1.0% | . | 1.5%
C=CCNC(=O)CCCCC(=O)NCC=C | -0.2% | 18.4%[38.3 µM] | -6.2% | 0.9% | 2.5%[46.1 µM] | -1.0% | ? | 15.8%
Brc1ccc(C=Nc2ccc3c(c2)OCCOCCOCCO3)s1 | -10.9% | -11.5% | -2.2% | -0.8% | 5.3% | -1.0% | -1.0% | 7.7%
COc1ccc(NC(=O)CN2CCN(CC(=O)Nc3ccccc3F)CC2)c(OC)c1 | -2.0% | -7.3% | 10.1% | -0.2% | -7.8%[46.1 µM] | 0.0%&0.0% | -20.9% | 5.2%
NCCCCCCCCCCN | -2.7% | -3.5% | 2.5% | -2.5% | 6.8%[46.1 µM] | -0.1% | -4.8% | 20.6%
c1coc(CN2CNc3nc4ccccc4n3C2)c1 | -8.9% | . | -0.1% | . | 5.3% | -0.8% | . | -7.7%
CCOC(=O)C1=C(C)N(CC)C(=S)NC1c1ccccc1OC(F)F (stereo unspecified) | 9.7% | 7.3% | -5.6% | 2.8% | -39.2% | -0.1% | -5.4% | 3.4%
CSc1nc2ccc3nc(NC(=O)c4ccc(Cl)s4)sc3c2s1 | i | 19.7%[38.3 µM] | 8.8% | 1.7% | -13.6%[46.1 µM] | 0.0% | -11.8% | 4.3%
CCCOC(=O)c1ccc(NC(=O)C2C3CCC(C3)C2C(=O)O)cc1 (stereo unspecified) | i | -4.1% | -5.3% | 2.5% | 2.8% | -1.9% | ? | 13.9%
COc1ccc(C(=O)Nc2ccccc2C(=O)NC(C)C)cc1OC | 11.0% | 14.3%[38.3 µM] | -5.6% | 0.1% | 7.0%[46.1 µM] | -0.3% | -5.1% | 7.1%
CC1(C)CC(CC(=O)NC(=S)Nc2ccc([N+](=O)[O-])cc2)C(=O)O1 (stereo unspecified) | -3.3% | -6.5%[38.3 µM] | -24.9% | -6.6% | -16.0%[46.1 µM] | 0.0% | 17.1% | -8.2%
O=C(Nc1ccc(O)cc1)/C(=C\c1ccncc1)NC(=O)c1ccccc1 | 0.3% | 0.6% | -5.6% | 3.1% | 3.3% | -2.6% | 7.6% | -9.4%
Cn1c(CNC(=O)c2cccs2)nnc1SCC(=O)Nc1ccc(Cl)cc1 | -1.4% | 1.3% | 3.0% | 0.9% | -2.1%[46.1 µM] | 3.0% | 12.8% | 12.3%
O=C(CSc1ncccn1)Nc1ncc(C(F)(F)F)cc1Cl | -6.7% | 10.7% | 11.3% | 1.0% | 6.4% | 0.4% | 3.1% | 16.0%
O=C(NCc1ccccn1)c1n[nH]c(=O)c2ccccc12 | 5.0% | . | 5.1% | . | -25.3% | -0.2% | . | -8.6%
O=C(O)CCC(=O)Nc1ccc(S(=O)(=O)N2CCCC2)cc1 | -1.1% | 17.5%[38.3 µM] | 8.5% | -3.4% | 6.7%[46.1 µM] | 0.0% | 30.3% | 3.3%
CN(C(=O)COC(=O)c1ccccc1NC(=O)c1ccco1)C1CCS(=O)(=O)C1 (stereo unspecified) | i | 2.5% | -15.0% | -1.6% | -6.7% | 1.1% | 10.7% | 5.8%
CCOc1ccc(CNCc2ccc(C(=O)O)cc2)cc1OC | i | -0.1% | 4.1% | 0.6% | 5.9% | -0.1% | 6.2% | 3.4%
CC1(C)CC(=O)C(C=NCCC2=CCCCC2)=C(O)C1 | -4.0% | 8.6%[38.3 µM] | -1.9% | 3.4% | -1.9%[46.1 µM] | -3.1% | 10.8% | 13.3%
O=C(CSCc1ccc(Cl)cc1)NN=C1CCCC1 | -22.0% | -0.4% | 7.2% | -5.3% | 6.2% | -1.1% | 5.9% | -8.7%
COC(=O)c1ccc(C(NC(=O)OCc2ccccc2)/C(C)=C/[C@@H](C)C(=O)NCc2nc3ccccc3s2)cc1 (stereo partly specified) | -15.1% | 6.7% | -10.5% | -1.9% | . | 2.0% | -2.9% | 5.9%
CCOc1ccc(N=C2Sc3nc4ccc(C)cc4cc3CN2CCOC)cc1 | -15.5% | 7.5% | ? | -1.0% | -45.7% | 1.2% | -31.7%[inhibitor] | 1.1%
Clc1ccc(OCCN2CCOCC2)cc1Cl | -2.6% | 12.6%[38.3 µM] | ? | 0.3% | 10.4%[46.1 µM] | -5.9% | -16.9% | -4.1%
CCC(C)(C)n1nnnc1CN(Cc1cc2cc(OC)ccc2[nH]c1=O)C1CCCC1 | -1.3% | -13.4%[38.3 µM] | ? | -4.6% | ? | -0.7% | -14.9% | 1.4%
CCOC(=O)c1cn(-c2nc(-c3ccc(Cl)cc3)cs2)c2c(F)c(N3CC(C)OC(C)C3)c(F)cc2c1=O (stereo unspecified) | -11.9% | -11.2%[38.3 µM] | ? | -0.9% | -1.6%[46.1 µM] | -1.6% | -1.5% | -4.6%
CN(/N=C/c1ccncc1)c1cnn(-c2ccc(F)c(Cl)c2)c(=O)c1Cl | i | -14.4%[38.3 µM] | -6.4% | 2.1% | -17.7%[46.1 µM] | -0.9% | -2.5% | 9.1%
CNC(=O)NC(=O)CSc1nc2cc(C(=O)OC)ccc2c(=O)n1-c1ccccc1 | -2.0% | 1.8%[38.3 µM] | 6.4% | 3.6% | -3.2%[46.1 µM] | -4.9% | -1.9% | 1.8%
Cc1cc([N+](=O)[O-])ccc1NC(=O)C1CCCO1 (stereo unspecified) | -9.8% | 6.2% | -2.1% | 1.0% | -16.8%[46.1 µM] | 0.0% | -8.2% | -1.1%
Cc1cc(CNC(=O)C(C)n2nc(C)c([N+](=O)[O-])c2C)c2ccccc2n1 (stereo unspecified) | -0.1% | ? | -6.4% | -0.1% | 14.5% | -2.2% | -9.0% | 5.9%
Cc1cc(C)nc(Nc2n[nH]c(COc3cccc4ccccc34)n2)n1 | i | -16.1%[38.3 µM] | 2.4% | -3.4% | -6.2%[46.1 µM] | -1.2% | 2.1% | 14.0%
CC(Sc1ccc(Cl)cc1)C(=O)NCc1ccc2c(c1)OCO2 (stereo unspecified) | i | 2.1%[38.3 µM] | 3.9% | 5.6% | 3.5%[46.1 µM] | -1.0% | 27.9% | 5.6%
CSc1nc2ccc3nc(NC(=O)c4ccccc4)sc3c2s1 | -5.5% | -11.3%[38.3 µM] | ? | -1.6% | ? | 1.8% | ? | 2.2%
CCOc1ccc2[nH]c(=O)c(CN(CCO)C(=O)c3ccccc3F)cc2c1 | -8.1% | -11.1%[38.3 µM] | ? | -0.3% | 2.0%[46.1 µM] | -1.2% | -7.8% | 5.9%
O=C(CNC(=O)C(c1ccccc1)c1ccccc1)N/N=C/c1cccnc1 | -9.3% | . | 11.6% | . | -25.6% | 4.3% | . | -10.9%

Assay outcomes: PubChem, National Center for Advancing Translational Sciences (NCATS)
